LAP4 TOR yeast: modulators of TOR pathway LAP4-GFP in S. cerevisiae. AID 2023. GFP response vs DMSO, % at 10 µM. 320,000 compounds, 0.34% hits. S. cerevisiae LAP4-GFP multiplex, flow cytometry GFP, 3 h; median GFP as percent of DMSO wells;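 active means GFP response vs DMSO above a set limit, about the screen mean plus 3 SD, cut at about 150% in these data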
RPL19A TOR yeast: yeast TOR pathway RPL19A-GFP modulation; S. cerevisiae RPL19A-GFP strain, flow cytometry, 3 h; stronger effect = lower value; percent response vs DMSO, % at 10 µM; 330,000 compounds, 0.3% hits; AID 2025;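 active means percent response vs DMSO below 50%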;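 further: median channel GFP fluorescence of the barcoded RPL19A-GFP strain; ratio of sample median GFP to plate DMSO average so 100% = DMSO; lower means less RPL19A-GFP as with rapamycin TOR inhibition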
GRK2 inh: inhibitors of human GRK2 displacing RNA aptamer. inhibition of aptamer binding, % at 10 µM. AID 488847. bead flow cytometry, FAM-aptamer displacement from GRK2. 330,000 compounds, 0.59% hits;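 active means inhibition of aptamer binding above 40%, roughly 3 SD of noise, on plates passing a quality check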;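 further: median bead fluorescence of bound FAM aptamer so fluorescent compounds give negative values; no value below 0 was filed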
Target sequence (P25098 whole entry, looked up): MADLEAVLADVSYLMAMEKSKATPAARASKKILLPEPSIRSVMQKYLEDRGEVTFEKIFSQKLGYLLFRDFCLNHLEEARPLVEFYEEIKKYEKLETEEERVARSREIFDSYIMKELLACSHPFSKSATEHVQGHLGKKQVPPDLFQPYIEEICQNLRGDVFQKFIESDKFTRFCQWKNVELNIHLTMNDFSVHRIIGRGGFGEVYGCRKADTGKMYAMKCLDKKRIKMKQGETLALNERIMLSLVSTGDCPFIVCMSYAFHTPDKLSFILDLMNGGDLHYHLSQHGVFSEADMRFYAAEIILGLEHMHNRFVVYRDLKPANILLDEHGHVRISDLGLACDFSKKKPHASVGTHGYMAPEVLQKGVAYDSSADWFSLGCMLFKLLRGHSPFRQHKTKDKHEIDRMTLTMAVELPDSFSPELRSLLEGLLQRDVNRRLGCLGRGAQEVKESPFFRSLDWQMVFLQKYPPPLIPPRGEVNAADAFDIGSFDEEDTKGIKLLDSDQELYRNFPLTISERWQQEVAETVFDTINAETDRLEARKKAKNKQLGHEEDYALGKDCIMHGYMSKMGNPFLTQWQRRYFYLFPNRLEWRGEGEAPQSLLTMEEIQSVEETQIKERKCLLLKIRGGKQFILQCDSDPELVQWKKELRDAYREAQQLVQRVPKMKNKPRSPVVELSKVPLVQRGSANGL
Yeast superoxide: caloric restriction mimetics inhibiting age-related superoxide in yeast | AID 2690 | 330,000 compounds, 0.18% hits | superoxide response (% of plate mean), % at 10 µM | S. cerevisiae aged cells, superoxide DHE fluorescence; stronger effect = lower value;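 active means superoxide response under a set limit, about three screen SD below normal, cut at about 65% in these data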;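 further: yeast aged for seven days with compound at 30 °C before DHE staining; 100% = average MFI of all compound-treated wells on the plate with controls excluded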
AGP1-GFP MLPCN: modulators of TOR pathway AGP1-GFP in S. cerevisiae; AID 2066; 320,000 compounds, 0.02% hits; S. cerevisiae AGP1-GFP multiplex flow cytometry, 3 h; GFP as percent of DMSO wells; GFP response vs DMSO, % at 10 µM;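 active means GFP response relative to DMSO above a set limit, near screen average plus 3 SD, cut at about 150% in these data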;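 further: median GFP channel fluorescence of the gated AGP1 strain per well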
CIT2 TOR yeast: alters CIT2-GFP fluorescence in TOR pathway yeast screen; S. cerevisiae CIT2-GFP strain, flow cytometry, 3 h; 100 means same as DMSO wells; GFP response vs DMSO, % at 10 µM; 320,000 compounds, 0.065% hits; AID 2029;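 active means GFP response relative to DMSO above a set limit, near the screen mean plus 3 SD, cut at about 150% in these data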;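 further: ratio of well median GFP fluorescence to mean of DMSO wells on the plate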
VLA-4 inh: inhibition in a human VLA-4 binding assay; VLA-4 expressing cells, ligand binding flow cytometry; inhibition, % (about 7 µM as worked out from the volumes in the protocol); 330,000 compounds, 0.2% hits; AID 2557; in the data active means inhibition above about 50%
MEP2-GFP yeast: alters MEP2-GFP fluorescence in TOR pathway yeast screen | S. cerevisiae MEP2-GFP strain, flow cytometry GFP, 3 h; 100% = DMSO control level | GFP response vs DMSO, % at 10 µM | 330,000 compounds, 0.51% hits;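 active means GFP response versus DMSO above a set limit, roughly screen mean plus 3 SD, cut at about 180% in these data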;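 further: median GFP fluorescence of the barcode-gated MEP2-GFP cells per well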
* = called active by the depositor. This is a random part of the collection; any-hit rate near 1.7%.

How did Cc1ccc(/C(N)=N/OC(=O)/C=C/c2ccccc2)cc1 do in these assays?
LAP4 TOR yeast: 113.6; RPL19A TOR yeast: 104.2; GRK2 inh: 3.0; Yeast superoxide: 101.3; AGP1-GFP MLPCN: 78.6; CIT2 TOR yeast: 111.4; VLA-4 inh: -2.2; MEP2-GFP yeast: 104.9

How did COc1cc(OCC(N)=O)cc(OC)c1OC do in these assays?
LAP4 TOR yeast: 90.2; RPL19A TOR yeast: 96.5; GRK2 inh: 0.0; Yeast superoxide: 95.3; AGP1-GFP MLPCN: 92.1; CIT2 TOR yeast: 91.9; VLA-4 inh: 17.5; MEP2-GFP yeast: 92.4

How did COc1ccc(N2C3=C(C(=O)CC(C)(C)C3)C(c3ccccc3OC)C3=C2CC(C)(C)CC3=O)cc1 do in these assays?
LAP4 TOR yeast: 108.5; RPL19A TOR yeast: 96.1; GRK2 inh: 3.0; Yeast superoxide: 100.9; AGP1-GFP MLPCN: 101.3; CIT2 TOR yeast: 97.8; VLA-4 inh: -2.6; MEP2-GFP yeast: 105.3

What do the screens show for `Nc1c(N(Cc2ccco2)C(=O)c2ccc(Br)cc2)c(=O)[nH]c(=O)n1Cc1ccccc1`?
LAP4 TOR yeast: 95.2; RPL19A TOR yeast: 97.4; GRK2 inh: 4.0; Yeast superoxide: 109.5; AGP1-GFP MLPCN: 102.3; CIT2 TOR yeast: 102.9; VLA-4 inh: 0.9; MEP2-GFP yeast: 101.3

How did O=C(COc1ccc(Cl)c(Cl)c1)NN1C(=O)C2C(C1=O)C1C=CC2C12CC2 (stereo unspecified) do in these assays?
LAP4 TOR yeast: 96.7; RPL19A TOR yeast: 98.4; GRK2 inh: 0.0; Yeast superoxide: 106.0; AGP1-GFP MLPCN: 97.6; CIT2 TOR yeast: 116.5; VLA-4 inh: -2.8; MEP2-GFP yeast: 98.8

How did O=C(N/N=C/c1c[nH]c2ccccc12)c1ccc([N+](=O)[O-])cc1Cl do in these assays?
LAP4 TOR yeast: 103.8; RPL19A TOR yeast: 99.2; GRK2 inh: 0.0; Yeast superoxide: 80.6; AGP1-GFP MLPCN: 97.8; CIT2 TOR yeast: 100.2; VLA-4 inh: -0.1; MEP2-GFP yeast: 97.8

Results for O=C(NNC1CC(=O)N(c2ccc3c(c2)OCCO3)C1=O)c1ccc(Cl)cc1 (stereo unspecified) ?
LAP4 TOR yeast: 117.3; RPL19A TOR yeast: 104.1; GRK2 inh: 4.0; Yeast superoxide: 93.4; AGP1-GFP MLPCN: 99.9; CIT2 TOR yeast: 98.2; VLA-4 inh: -6.5; MEP2-GFP yeast: 101.5

Results for CCCCOC(=O)Nc1cc(C(=O)OC)ccc1C(=O)OC ?
LAP4 TOR yeast: 86.7; RPL19A TOR yeast: 87.2; GRK2 inh: 3.0; Yeast superoxide: 102.4; AGP1-GFP MLPCN: 81.2; VLA-4 inh: 8.3; MEP2-GFP yeast: 87.0

Results for CC(=O)c1cccc(NC(=S)N2c3ccccc3CC2C)c1 (stereo unspecified) ?
LAP4 TOR yeast: 105.2; RPL19A TOR yeast: 99.5; GRK2 inh: 0.0; Yeast superoxide: 95.4; AGP1-GFP MLPCN: 102.5; CIT2 TOR yeast: 80.4; VLA-4 inh: 0.0; MEP2-GFP yeast: 86.3

How did CCCNC(=O)C/C(C)=N/NC(=O)C(=O)Nc1ccccn1 do in these assays?
LAP4 TOR yeast: 110.9; RPL19A TOR yeast: 95.9; GRK2 inh: 0.0; Yeast superoxide: 95.7; AGP1-GFP MLPCN: 105.9; CIT2 TOR yeast: 100.5; VLA-4 inh: 2.0; MEP2-GFP yeast: 113.0

How did O=C(O)c1cc(-c2ccccc2)nc2nc(N3CCCCC3)sc12 do in these assays?
LAP4 TOR yeast: 97.1; RPL19A TOR yeast: 105.2; GRK2 inh: 8.0; Yeast superoxide: 96.5; AGP1-GFP MLPCN: 103.5; CIT2 TOR yeast: 100.6; VLA-4 inh: -3.0; MEP2-GFP yeast: 110.1

Results for COc1ccc(C(CNC(=O)c2cccc(S(=O)(=O)N3CCc4ccccc43)c2)N(C)C)cc1 (stereo unspecified) ?
LAP4 TOR yeast: 100.2; RPL19A TOR yeast: 99.7; GRK2 inh: 0.0; Yeast superoxide: 86.5; AGP1-GFP MLPCN: 102.5; CIT2 TOR yeast: 96.6; VLA-4 inh: 7.4; MEP2-GFP yeast: 102.7

How did Cc1cc(N/N=C\c2ccccc2)nc(-c2ccccc2O)n1 do in these assays?
LAP4 TOR yeast: 95.6; RPL19A TOR yeast: 97.8; GRK2 inh: 2.0; Yeast superoxide: 94.3; AGP1-GFP MLPCN: 95.1; CIT2 TOR yeast: 104.3; VLA-4 inh: 3.7; MEP2-GFP yeast: 101.0

How did COc1ccc(CN=C2NN=C(c3ccc(Cl)cc3)CS2)cc1 do in these assays?
LAP4 TOR yeast: 108.7; RPL19A TOR yeast: 91.1; GRK2 inh: 0.0; Yeast superoxide: 106.6; AGP1-GFP MLPCN: 94.9; CIT2 TOR yeast: 85.5; VLA-4 inh: 17.2; MEP2-GFP yeast: 87.8

What do the screens show for `COc1ccc(OC)c(NC(=O)c2cc(-c3ccc(C)cc3O)n[nH]2)c1`?
LAP4 TOR yeast: 105.0; RPL19A TOR yeast: 99.5; GRK2 inh: 21.0; Yeast superoxide: 102.8; AGP1-GFP MLPCN: 103.2; CIT2 TOR yeast: 98.1; VLA-4 inh: 9.0; MEP2-GFP yeast: 108.4

What do the screens show for `Cc1c(CCC(=O)N[C@@H](CCCNC(N)=O)C(=O)O)c(=O)oc2cc3oc4c(c3cc12)CCCC4`?
LAP4 TOR yeast: 95.5; RPL19A TOR yeast: 105.3; GRK2 inh: 2.0; Yeast superoxide: 97.9; AGP1-GFP MLPCN: 94.5; CIT2 TOR yeast: 97.5; VLA-4 inh: -4.3; MEP2-GFP yeast: 107.8

What do the screens show for `CC1CCN(CCCNc2cc(NCCO)c([N+](=O)[O-])c3nonc23)CC1`?
LAP4 TOR yeast: 97.8; RPL19A TOR yeast: 102.1; GRK2 inh: 6.0; Yeast superoxide: 86.7; AGP1-GFP MLPCN: 104.3; CIT2 TOR yeast: 103.8; VLA-4 inh: 8.9; MEP2-GFP yeast: 101.7

How did CCN1CCN(C(=O)c2cc3c(s2)-c2c(C)cccc2OC3)CC1 do in these assays?
LAP4 TOR yeast: 105.6; RPL19A TOR yeast: 102.2; GRK2 inh: 0.0; Yeast superoxide: 88.5; AGP1-GFP MLPCN: 106.8; CIT2 TOR yeast: 100.8; VLA-4 inh: 48.2; MEP2-GFP yeast: 112.5

Results for Cc1cc(C)nc(N2CCCC(C(=O)Nc3nc4ccc(S(C)(=O)=O)cc4s3)C2)n1 (stereo unspecified) ?
LAP4 TOR yeast: 98.4; RPL19A TOR yeast: 97.8; GRK2 inh: 1.0; Yeast superoxide: 96.3; CIT2 TOR yeast: 96.6; VLA-4 inh: -3.7; MEP2-GFP yeast: 101.7

What do the screens show for `CC(OC(=O)c1cccnc1)C(=O)Nc1ccc2c(c1)OCO2` (stereo unspecified)?
LAP4 TOR yeast: 105.0; RPL19A TOR yeast: 106.9; GRK2 inh: 0.0; Yeast superoxide: 91.8; AGP1-GFP MLPCN: 119.6; CIT2 TOR yeast: 100.7; VLA-4 inh: 1.2; MEP2-GFP yeast: 111.1

Results for Cc1ccc(-c2nnc(Nc3ccc(C(N)=O)cc3)c3ccccc23)cc1S(=O)(=O)NCC1CCCO1 (stereo unspecified) ?
LAP4 TOR yeast: 99.1; RPL19A TOR yeast: 109.6; GRK2 inh: 0.0; Yeast superoxide: 95.1; AGP1-GFP MLPCN: 107.8; CIT2 TOR yeast: 102.7; VLA-4 inh: 7.8; MEP2-GFP yeast: 107.2

How did Cc1ccc(N2CCN(/N=C/C3=C(N4CCOCC4)C(=C\c4ccccc4)/CC3)CC2)cc1 do in these assays?
LAP4 TOR yeast: 106.0; RPL19A TOR yeast: 98.2; GRK2 inh: 0.0; Yeast superoxide: 91.4; AGP1-GFP MLPCN: 104.0; CIT2 TOR yeast: 105.6; VLA-4 inh: -3.2; MEP2-GFP yeast: 104.5

What do the screens show for `Cc1noc(NS(=O)(=O)c2ccc(N/C=C/C(=O)c3ccc4c(c3)OCO4)cc2)c1C`?
LAP4 TOR yeast: 95.0; RPL19A TOR yeast: 100.2; GRK2 inh: 0.0; Yeast superoxide: 64.8*; AGP1-GFP MLPCN: 100.0; CIT2 TOR yeast: 101.2; VLA-4 inh: -8.2; MEP2-GFP yeast: 98.1

How did Cc1ccc(/C=C/C(=O)Nc2ccc(O)c3c(=O)cc(-c4ccccc4Cl)oc23)cc1 do in these assays?
LAP4 TOR yeast: 114.2; RPL19A TOR yeast: 95.1; GRK2 inh: 3.0; Yeast superoxide: 96.1; AGP1-GFP MLPCN: 78.0; CIT2 TOR yeast: 79.3; VLA-4 inh: -1.8; MEP2-GFP yeast: 84.3

How did CCOC(=O)N1CCN(c2cc(N3CCN(CC)CC3)c(F)cc2[N+](=O)[O-])CC1C (stereo unspecified) do in these assays?
LAP4 TOR yeast: 103.8; RPL19A TOR yeast: 102.2; GRK2 inh: 0.0; Yeast superoxide: 104.1; AGP1-GFP MLPCN: 101.2; CIT2 TOR yeast: 98.8; VLA-4 inh: 0.8; MEP2-GFP yeast: 93.7

How did COc1ccc(NC(=O)CCc2nnc3ccc(NCc4ccc5c(c4)OCO5)nn23)cc1 do in these assays?
LAP4 TOR yeast: 95.8; RPL19A TOR yeast: 94.2; GRK2 inh: 0.0; Yeast superoxide: 96.4; AGP1-GFP MLPCN: 97.7; CIT2 TOR yeast: 95.9; VLA-4 inh: 22.7; MEP2-GFP yeast: 114.8

Results for Cc1cc(C)n(CC(O)CN(c2ccccc2)S(=O)(=O)c2ccccc2)n1 (stereo unspecified) ?
LAP4 TOR yeast: 103.1; RPL19A TOR yeast: 105.1; GRK2 inh: 0.0; Yeast superoxide: 97.9; AGP1-GFP MLPCN: 101.0; CIT2 TOR yeast: 119.0; VLA-4 inh: 24.8; MEP2-GFP yeast: 106.7

Results for COc1cccc(NC(=O)CSc2nncn2N)c1 ?
LAP4 TOR yeast: 103.8; RPL19A TOR yeast: 107.8; GRK2 inh: 1.0; Yeast superoxide: 102.1; AGP1-GFP MLPCN: 107.5; CIT2 TOR yeast: 106.8; VLA-4 inh: 13.8; MEP2-GFP yeast: 109.5

Results for Cc1ccc2nc(-c3ccccc3)cc(C(=O)NCC(c3ccco3)N(C)C)c2c1 (stereo unspecified) ?
LAP4 TOR yeast: 97.1; RPL19A TOR yeast: 96.6; GRK2 inh: 0.0; Yeast superoxide: 101.6; AGP1-GFP MLPCN: 101.0; CIT2 TOR yeast: 103.8; VLA-4 inh: 1.4; MEP2-GFP yeast: 103.7

Of the compounds above, three contain an NH in an aromatic ring.
What do the screens show for `Nc1c(N(Cc2ccco2)C(=O)c2ccc(Br)cc2)c(=O)[nH]c(=O)n1Cc1ccccc1`?
LAP4 TOR yeast: 95.2; RPL19A TOR yeast: 97.4; GRK2 inh: 4.0; Yeast superoxide: 109.5; AGP1-GFP MLPCN: 102.3; CIT2 TOR yeast: 102.9; VLA-4 inh: 0.9; MEP2-GFP yeast: 101.3

How did O=C(N/N=C/c1c[nH]c2ccccc12)c1ccc([N+](=O)[O-])cc1Cl do in these assays?
LAP4 TOR yeast: 103.8; RPL19A TOR yeast: 99.2; GRK2 inh: 0.0; Yeast superoxide: 80.6; AGP1-GFP MLPCN: 97.8; CIT2 TOR yeast: 100.2; VLA-4 inh: -0.1; MEP2-GFP yeast: 97.8

What do the screens show for `COc1ccc(OC)c(NC(=O)c2cc(-c3ccc(C)cc3O)n[nH]2)c1`?
LAP4 TOR yeast: 105.0; RPL19A TOR yeast: 99.5; GRK2 inh: 21.0; Yeast superoxide: 102.8; AGP1-GFP MLPCN: 103.2; CIT2 TOR yeast: 98.1; VLA-4 inh: 9.0; MEP2-GFP yeast: 108.4

Compound activity: PubChem BioAssay, NMMLSC
